All columns: NCI-60 one-dose screen, growth in % after 48 h at 10 µM unless noted; 100 = growth as untreated, 0 = no growth, -100 = all killed.
NCI-H23: NCI-H23 lung cancer; 80,000 compounds, 4% hits
COLO 205: COLO 205 colon cancer. AID 1794742. 79,000 compounds, 7.3% hits
NCI-H226: NCI-H226 lung cancer; 79,000 compounds, 3.5% hits; AID 1794732
NCI-H460: NCI-H460 lung cancer. 82,000 compounds, 6.8% hits. AID 1794736
KM12: KM12 colon cancer cells; 82,000 compounds, 5% hits
NCI/ADR-RES: NCI/ADR-RES ovarian cells; 81,000 compounds, 4.4% hits; AID 1794790
NCI-H322M: NCI-H322M lung cancer. 80,000 compounds, 2.7% hits. AID 1794733
IGROV1: IGROV1 ovarian cancer; AID 1794786; 79,000 compounds, 4.7% hits
NCI-H522: NCI-H522 lung cancer. 78,000 compounds, 8% hits
* hit, by the source's call; x = no result given; & = joins results of further samples; [ ] = another dose, or the depositor's remark. How the source made its calls: active means growth percent below 10; inactive means the rest. These rows are one share of the data. The share of hits here may be higher or lower than overall.

SMILES	NCI-H23	COLO 205	NCI-H226	NCI-H460	KM12	NCI/ADR-RES	NCI-H322M	IGROV1	NCI-H522
Cn1c(-c2ccccc2)c(C(C[N+](=O)[O-])c2ccccc2)c2ccccc21 (stereo not drawn)	81.7[7 µM]	105.0[7 µM]	89.6[7 µM]	96.1[7 µM]	85.5[7 µM]	83.1[7 µM]	87.6[7 µM]	80.5[7 µM]	78.6[7 µM]
Cc1ccc2oc(=O)c3c(c2c1)OC(N)=C(C(N)=O)C3c1ccc([N+](=O)[O-])cc1 (stereo not drawn)	99.6	x	86.9	102.5	102.5	98.0	99.5	103.8	94.1
COc1ccc(-n2c(Sc3sc(N)nc3C)nc3ccc(C)cc3c2=O)cc1	94.2	104.9	90.7	102.1	80.6	88.7	103.4	100.0	93.1
c1ccc2c(c1)ccc1oc3ccc4ccccc4c3c12	85.4	109.6	84.1	118.2	94.1	101.5	95.2	72.0	100.8
COc1cc(C=C2C(=O)NC(=O)NC2=O)cc(Cl)c1OCCCCC1CCCCC1	94.7	104.5	97.1	98.5	100.2	95.7	86.0	93.0	83.6
CN1CC2C3C=CC(C3)C2C1 (stereo not drawn)	93.1	99.4	102.6	109.3	98.1	97.6	108.5	108.6	92.5
COc1ccccc1N1CCN(CCc2c[nH]c3cc4c(cc23)OCO4)CC1	71.9	74.7	79.3	51.6	84.0	86.0	72.1	-33.9*	72.0
COc1cc([C@@H]2c3cc4c(cc3[C@H](OC(C)=O)[C@H]3COC(=O)[C@@H]23)OCO4)cc(OC)c1OC	0.6*	-75.8*	33.2	-4.1*	-37.1*	-43.0*	36.3	16.8	-34.7*
COC(=O)[C@@H](C)C[C@H](Cc1ccccc1)NC(=O)c1csc([C@@H](C[C@H](C(C)C)N(C)C(=O)[C@H](C)NC(=O)[C@H]2CCCCN2C)OC(C)=O)n1	46.0	-16.2*	61.0	12.0	22.4	87.6	40.6	47.0	9.0*
CC(C)(C)CC(C)(C)c1ccc(O)cc1	94.7	142.6	103.7	108.5	104.6	99.9	97.7	x	80.5
CC(C)(C)[Si](C)(C)OC1[C@@H](O[Si](C)(C)C(C)(C)C)[C@@H](CNC(=O)NC(=O)CF)O[C@H]1n1cnc2c(NC(=O)Nc3ccccc3)ncnc21 (stereo partly drawn)	64.7	84.4	x	4.0*	28.5	71.0	104.0	72.9	x
CC(=O)C1CCC2C3CC=C4CC(OC(=O)Cc5ccc(N(CCCl)CCCl)cc5)CCC4(C)C3CCC12C (stereo not drawn)	96.6	x	94.6	100.7	106.5	96.2	119.2	97.3	80.0
Oc1ccccc1C=NCCN=Cc1ccccc1O.[Fe]	86.1	108.0	85.0	59.7	93.0	103.9	111.2	71.2	47.5
COS(=O)(=O)c1ccc(C)cc1	105.5	104.8	87.1	103.5	104.0	101.3	91.4	103.8	90.2
CN(C)CCc1ccccn1	97.1	103.8	91.3	104.8	100.7	103.1	104.9	107.6	92.9
CCOC(=O)NC(C1=NCCS1)P(=O)(OCC)OCC (stereo not drawn)	101.3	119.3	107.3	109.6	104.1	106.0	100.5	101.2	97.3
CCCCCN(CCCCC)C(C)C(O)c1ccc(Cl)cc1 (stereo not drawn)	88.3	93.2	96.1	89.4	101.9	100.7	97.4	102.6	94.3
CN(CCF)/N=N/c1nc[nH]c1C(N)=O	77.0	39.1	47.6	38.6	58.9	32.5	60.0	44.0	64.2
COC(=O)C1(NC(C)=O)CC2CCCN2C12C(=O)Nc1ccccc12 (stereo not drawn)	96.5	118.1	x	113.6	97.8	103.0	94.2	104.5	93.7
CC(C)(NC(=O)c1nn(Cc2ccc(F)cc2)c2ccccc12)c1ccccc1	91.2	112.8	82.8	99.1	92.7	88.1	x	82.5	77.2
O=C(O)c1cc([N+](=O)[O-])cc([N+](=O)[O-])c1	107.2	117.8	97.0	105.6	103.5	105.6	105.4	132.2	67.9
CN(C)P1(=O)N(C)CCN1C	96.3	109.5	x	111.3	97.6	103.0	98.9	110.9	86.6
COc1ccc(-c2c(C#N)c(=O)oc3cc(O)ccc23)cc1	98.1	84.0	88.9	101.4	103.7	96.0	98.5	104.9	81.4
O=C/C=C/c1ccccc1	100.1	117.4	101.3	106.1	109.0	103.1	108.8	105.8	93.1
CC1=C(CO)C2=C(C)C3(CC3)[C@@](C)(O)C(=O)C2=C1	-18.2*	-40.1*	-28.6*	-2.0*	12.4	3.8*	-24.9*	x	-81.7*

Six compounds from above, showing only NCI-H226, COLO 205 and KM12:
| molecule | NCI-H226 | COLO 205 | KM12 |
| --- | --- | --- | --- |
| COS(=O)(=O)c1ccc(C)cc1 | 87.1 | 104.8 | 104.0 |
| CCCCCN(CCCCC)C(C)C(O)c1ccc(Cl)cc1 (stereo not drawn) | 96.1 | 93.2 | 101.9 |
| COC(=O)[C@@H](C)C[C@H](Cc1ccccc1)NC(=O)c1csc([C@@H](C[C@H](C(C)C)N(C)C(=O)[C@H](C)NC(=O)[C@H]2CCCCN2C)OC(C)=O)n1 | 61.0 | -16.2* | 22.4 |
| Oc1ccccc1C=NCCN=Cc1ccccc1O.[Fe] | 85.0 | 108.0 | 93.0 |
| CC1=C(CO)C2=C(C)C3(CC3)[C@@](C)(O)C(=O)C2=C1 | -28.6* | -40.1* | 12.4 |
| CN(C)P1(=O)N(C)CCN1C | x | 109.5 | 97.6 |

(continued)
SMILES	NCI-H23	COLO 205	NCI-H226	NCI-H460	KM12	NCI/ADR-RES	NCI-H322M	IGROV1	NCI-H522
CCOP(=O)(OCC)/C(C)=N/O	111.5	114.0	98.2	104.6	104.5	109.2	106.8	115.2	111.2
CC(O)(CS(=O)(=O)c1ccc(F)cc1)C(=O)Nc1ccc(C#N)c(C(F)(F)F)c1 (stereo not drawn)	92.8	104.3	94.3	103.0	112.0	87.3	x	106.7	x
CC(=O)OC[C@]1(C)C=C2C(=O)[C@](C)(O)C3(CC3)C(C)=C2[C@H]1O	-35.5*	-33.5*	-15.0*	-37.4*	10.4	-18.7*	-23.1*	-31.1*	-52.5*
N#CC(C#N)=Cc1ccc2ccccc2c1	100.1	109.5	105.7	x	x	108.0	x	x	96.7
Oc1ccccc1OB(Oc1ccccc1O)N(CCCl)CCCl	x	98.4	101.2	68.3	69.4	85.0	x	52.4	-6.2*
C=CCCCN=C=S	82.0	91.2	94.9	47.9	49.9	87.2	80.7	72.0	38.0
CCC(=O)OC1CC2=CC(=O)CCC2(C)C2CCC3(C)C(OC(=O)CC)CCC3C12 (stereo not drawn)	91.1	108.2	91.5	99.0	93.7	77.8	90.1	95.3	86.1
CN1C(=O)C(=Cc2cn(CC(O)Cn3cc(C=C4C(=O)N(C)C(=O)N(C)C4=O)c4ccccc43)c3ccccc23)C(=O)N(C)C1=O	87.9	x	86.0	33.2	94.3	104.9	78.0	78.7	108.1
CC(=O)N(C)C1=Nc2ccc(Cl)cc2C(c2ccccc2)=[N+]([O-])C1	101.2	105.4	104.8	111.2	107.0	110.7	82.6	106.0	x
O=S(Cc1ccccc1)OOCCCCOS(=O)OCc1ccccc1 (stereo not drawn)	103.9	118.2	97.2	97.2	x	106.5	101.9	101.5	x
O=C(C(=O)N1CCOCC1)c1cn(Cc2ccc(Cn3cc(C(=O)C(=O)N4CCOCC4)c4cc(Br)ccc43)cc2)c2ccc(Br)cc12	83.5	107.8	87.1	72.1	76.2	94.8	64.9	40.1	52.1
CCN(CC)C(C)CC(C#N)(c1ccccc1)c1ccccc1 (stereo not drawn)	85.5	93.4	83.5	76.8	87.2	103.3	91.8	90.5	80.3
CN1C(=O)C(=Cc2coc3ccccc3c2=O)C(=O)N(C)C1=O	84.3	x	87.8	x	109.0	85.2	115.9	95.1	x
Oc1c(Cl)cc(Cl)c2ccccc12.[Cu+2]	91.4	101.6	x	99.4	98.9	91.9	92.1	74.8	71.2
CC1(C)N=C(N)N=C(N)N1c1ccc(OCCCCOc2ccc(S(=O)(=O)F)cc2)c(Cl)c1	20.0	20.4	29.6	4.2*	9.7*	103.4	23.2	33.1	5.9*
COc1cc2cc(C(=O)N3C[C@@H](CCl)c4c3cc(OC(=O)N3CCN(C)[C@@H]5CSSC[C@@H]53)c3ccccc43)[nH]c2c(OC)c1OC	-67.5*	-55.6*	-26.1*	-13.4*	1.0*	-22.2*	-7.9*	7.6*	-55.8*
CN1CCC2(O)OCCCC2C1 (stereo not drawn)	124.0	133.4	106.3	107.2	98.0	118.4	121.3	125.1	138.7
O=S1(=O)OCCOS(=O)(=O)C1(Cl)Cl	87.4	98.3	97.4	104.7	93.9	96.7	100.3	106.2	84.9
Nc1cc2ccccc2cc1O	77.7	102.2	87.9	101.5	101.8	95.0	90.3	84.4	104.7
COc1ccc([N+](=O)[O-])cc1	107.7	110.5	105.8	111.4	108.2	103.1	105.2	114.1	103.6
CCCCOP(=S)(N1CC1)N1CC1	123.0	123.7	111.6	109.3	113.6	119.0	106.2	114.3	x
COC1CC2C=C(C)/C=C/C=C/C(=O)NC(c3ccccc3)C/C=C/CCC(O)CC(=O)C2=C1O (stereo not drawn)	-73.5*	-79.1*	-61.6*	-73.3*	-76.1*	-44.5*	-92.8*	-90.2*	x
CS/C(N)=N\N=C(/CF)C(=O)O	105.3	110.2	96.8	111.7	112.1	104.3	115.3	123.1	100.1
CCCCN(CCCC)CC(C(C)=O)C(c1ccccc1)c1c(O)c2ccccc2oc1=O (stereo not drawn)	95.9	115.8	102.2	104.9	102.7	99.3	107.2	106.2	91.4
O=C(CC1(O)C(=O)N(Cc2ccccc2)c2ccc(F)cc21)c1ccc(C(=O)NCC2CCC3(CC2)OOC2(CCCCC2)OO3)cc1 (stereo not drawn)	-70.8*	-63.3*	-43.2*	-51.8*	-68.1*	-48.6*	50.1	-38.1*	-43.1*

In the list so far, these contain a COOH group.
SMILES	NCI-H23	COLO 205	NCI-H226	NCI-H460	KM12	NCI/ADR-RES	NCI-H322M	IGROV1	NCI-H522
O=C(O)c1cc([N+](=O)[O-])cc([N+](=O)[O-])c1	107.2	117.8	97.0	105.6	103.5	105.6	105.4	132.2	67.9
CS/C(N)=N\N=C(/CF)C(=O)O	105.3	110.2	96.8	111.7	112.1	104.3	115.3	123.1	100.1

The listing continues.
SMILES	NCI-H23	COLO 205	NCI-H226	NCI-H460	KM12	NCI/ADR-RES	NCI-H322M	IGROV1	NCI-H522
CCN1CC2(CN(CC)C1=O)C(=O)NC(=S)NC2=O	101.8	115.9	x	111.0	96.8	107.3	96.8	101.5	98.2
C[CH2][Sn]([Cl])([Cl])[CH2]C.Oc1ccccc1C=NCCN=Cc1ccccc1O	102.6	115.5	99.1	107.1	106.2	105.8	100.8	98.9	9.5*
Cc1ccc(C2CN(C)CCC2(O)c2ccc(C)cc2)cc1 (stereo not drawn)	117.5	124.6	98.0	102.1	105.8	108.6	116.1	113.4	98.2
Cc1cc2c(C(=O)OC(C)C)nn(Cc3ccccc3)c2cc1C	94.6	116.0	105.0	103.9	99.6	106.3	110.3	91.5	81.7
CC12CCC(Cl)CC1=CCC1C2CCC2(C)C(O)CCC12 (stereo not drawn)	104.0	100.2	84.1	93.0	108.7	105.9	99.5	106.0	82.9
Cn1c(N)nc(N)nc1=N	96.7	x	95.2	107.6	109.8	93.8	105.9	86.5	75.5
CCOc1ccc(Cc2nc3cc(C(=O)N(CC)CC)ccc3n2CC2CCCCC2)cc1	98.9	106.5	88.7	97.0	93.6	96.2	115.7	107.1	81.9
N#Cc1c(N)oc2c(-c3ccccc3)[se]nc12	94.6	105.7	107.9	72.5	88.4	101.7	38.2	109.2	69.6
c1ccc(COc2ccc3[nH]cc(CCN(Cc4ccccc4)Cc4ccccc4)c3c2)cc1	77.5	101.4	73.8	91.6	88.0	91.4	100.0	90.7	82.9
NC(=O)C(F)(F)Cl	106.0	111.0	102.9	103.6	99.2	111.8	105.1	111.5	97.3
Cc1ccccc1N1CCNCC1	94.5	113.2	89.8	105.3	109.1	97.3	93.0	89.3	97.7
Brc1ccc(Oc2ccc(Br)cc2Br)c(Br)c1	88.7	98.8	95.4	97.6	95.9	66.3	105.6	84.7	83.9
O=C/C=C/c1ccco1	100.6	115.1	106.6	110.9	97.6	109.4	110.6	106.0	92.0
O=C(Nc1ccc(S(=O)(=O)F)cc1)Oc1ccc([N+](=O)[O-])cc1	82.4	114.2	101.6	109.0	110.2	95.6	112.9	108.8	74.3
C(#CCN1CCCCC1)CN1CCCCC1	102.6	99.1	94.4	101.0	108.1	99.8	104.4	108.0	x
CCC1(CC)C(=O)C=CNC1=O	104.7&102.2	112.4&112.2	103.4&101.6	110.0&113.5&116.5	104.1&114.8&118.9	103.6&132.5&105.4	102.7&102.7&100.7	103.5&131.6&106.3	85.3&116.4&98.3
COC(=O)[C@H](C[C@H](Cc1ccccc1)NC(=O)c1csc([C@@H](C[C@H](C(C)C)N(C)C(=O)[C@@H](NC(=O)[C@H]2CCCCN2C)C(C)C)OC(C)=O)n1)NC(=O)OCc1ccccc1	30.2[8.5 µM]	-53.3*[8.5 µM]	-42.6*[8.5 µM]	5.7*[8.5 µM]	3.1*[8.5 µM]	8.5*[8.5 µM]	44.7[8.5 µM]	13.0[8.5 µM]	-30.4*[8.5 µM]
Oc1ccccc1C=NCCN=Cc1ccccc1O	99.8	118.4	99.5	106.9	104.0	102.7	97.5	117.5	92.3
Fc1ccccc1N=C=S	89.7	98.2	88.6	99.0	106.9	100.0	97.5	114.1	79.3

Screening results: PubChem, NCI
